Source: PubChem BioAssay (Broad Institute)
S100A4 inh HTS: blocks human S100A4 binding to myosin IIA peptide | P26447 | S100A4/TAMRA-MyoIIA peptide fluorescence polarization | inhibition, % at 10.7 µM | 0.14% of 360,000 active;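 active = mean inhibition of at least 70% across replicates, with every replicate also reaching that level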
Target sequence (P26447 whole entry, looked up): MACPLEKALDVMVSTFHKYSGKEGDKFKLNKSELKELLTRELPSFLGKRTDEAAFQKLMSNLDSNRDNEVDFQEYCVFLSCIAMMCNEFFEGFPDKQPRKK
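Material: S100A4 monomer protein / Buffer or medium: 50 mM HEPES pH 7.2, 10 mM CaCl2, 100 mM KCl / Times: 5 min incubation before reading / Benchmarks: neutral control DMSO, positive control TFP / Reagent: labelled myosin peptide probe, 5 nM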
RAD52 anneal inh: blocks human RAD52 DNA annealing. AID 651710. inhibition, % at 18.7 µM. recombinant RAD52 DNA annealing, FRET fluorescence. P43351. 0.46% of 360,000 active;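 active = every replicate showing at least 50% inhibition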
E-selectin induc: E-selectin induction on HUVECs. AID 686992. 0.37% of 260,000 active. activation, % at 7.58 µM. HUVEC E-selectin immunofluorescence imaging; normalized: neutral wells 0, TNF-alpha wells 100;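 active = mean E-selectin-positive cell signal at least 10% of the positive control, reached in at least 60% of replicates, without over 20% cell loss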;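 note: in these data hits start at about 27%; measured in HUVEC primary endothelial cells; signal is the percent of cells scored E-selectin positive by PE staining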
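System: HUVEC, human umbilical vein endothelial cells; quantity: 3,000 cells/well; buffer or medium: EGM-2 medium, gelatin-coated wells; dosing: single-point compound dose; detection: immunofluorescence imaging; evaluation: % PE-positive cells; benchmarks: TNF-alpha, DMSO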
RAD54 inh: RAD54 (human) branch migration inhibition | RAD54 Holliday junction branch migration, FAM/BHQ fluorescence | inhibition, % at 10.4 µM | Q92698 | 0.14% of 360,000 active;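 active = mean normalized replicate activity at least 40 and at least half of replicates scoring 40 or more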;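 note: 0% = median of neutral control wells and 100% = median of positive control wells; inhibitors cause a drop in the FAM fluorescence signal; in these data hits start at about 50%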
Target sequence (Q92698 whole entry, looked up): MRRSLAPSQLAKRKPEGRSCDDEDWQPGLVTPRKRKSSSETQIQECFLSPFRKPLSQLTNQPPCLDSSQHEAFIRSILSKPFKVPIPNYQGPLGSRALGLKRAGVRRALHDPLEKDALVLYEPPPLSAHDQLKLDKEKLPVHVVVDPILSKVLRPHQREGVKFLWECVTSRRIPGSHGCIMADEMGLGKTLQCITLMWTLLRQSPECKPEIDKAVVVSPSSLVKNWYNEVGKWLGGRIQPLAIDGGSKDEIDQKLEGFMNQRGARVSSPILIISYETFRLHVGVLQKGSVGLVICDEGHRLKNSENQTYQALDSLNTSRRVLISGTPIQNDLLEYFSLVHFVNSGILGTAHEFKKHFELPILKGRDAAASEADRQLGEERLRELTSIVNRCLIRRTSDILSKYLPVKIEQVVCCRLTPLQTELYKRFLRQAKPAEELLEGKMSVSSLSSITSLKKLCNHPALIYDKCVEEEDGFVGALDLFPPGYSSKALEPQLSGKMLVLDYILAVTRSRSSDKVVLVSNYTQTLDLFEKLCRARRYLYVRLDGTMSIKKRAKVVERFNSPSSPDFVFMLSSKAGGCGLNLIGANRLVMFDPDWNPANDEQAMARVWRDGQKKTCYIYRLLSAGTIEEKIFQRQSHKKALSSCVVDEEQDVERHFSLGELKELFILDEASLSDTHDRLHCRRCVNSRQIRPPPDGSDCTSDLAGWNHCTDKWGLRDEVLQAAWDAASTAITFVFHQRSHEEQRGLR
FN deposition inh: fibronectin deposition inhibition. inhibition, % at 12.6 µM. 0.086% of 350,000 active. AH1F fibroblasts, Alexa488-fibronectin deposition fluorescence, overnight;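 active = mean inhibition across replicates of 30% or more, regardless of how many single replicates reach that level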;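 note: positive control wells lacked labelled fibronectin entirely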
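Schedule: 1 h cell adhesion before compound, then overnight fibronectin incubation; test system: AH1F fibroblast monolayer depositing Alexa488-labelled fibronectin into matrix; quantity: 10000 AH1F cells per well; probe or stimulus: fluorescent fibronectin at 24 nM final; signal: fluorescence, ex 485 nm, em 525 nm; evaluation: percent inhibition as loss of matrix-bound fibronectin fluorescence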
EWS-Fli inh: EWS/Fli transcriptional activity inhibition; A673 NR0B1-luciferase reporter, viability-normalised; inhibition, % at 12.6 µM; 0.67% of 350,000 active; AID 651661;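 active = mean inhibition of at least 50% after viability correction, with every replicate also passing that limit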;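 note: firefly luciferase signal divided by Alamar Blue viability fluorescence both relative to DMSO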
XiGFP reactiv: reactivates the inactive X chromosome in mouse fibroblasts. XiGFP mouse fibroblasts, % GFP-positive cells imaging, 3 d; cells co-treated with 5-aza-dC sensitizer; scaled so ellipticine positive control = 100%. activation, % at 7.58 µM. 0.055% of 360,000 active. AID 743238;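 active = mean normalized replicate activation at least 10% and every replicate at or above 10%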;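 note: 0% = median of on-plate neutral control wells and 100% = ellipticine 6 µM median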
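Assay system: SV40-immortalized XiGFP fibroblast cells, line 68-5-11; buffer or medium: DMEM plus 5-aza-dC sensitizer; compound: one concentration, pinned; timing: compounds 3 days, fix/stain 15 min at room temperature; benchmarks: positive control ellipticine, 6 µM final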
esBAF inh: SWI/SNF esBAF complex inhibition | mouse ES cells, Bmi1-luciferase knock-in reporter, 24 h; 100% = twice the neutral-well signal | reporter increase, % at 12.5 µM | 2% of 350,000 active; in the data active = activation above about 40%;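 note: 0% = median of the plate's neutral control wells and 100% = double that signal; a rise in the Bmi1 reporter signal indicates esBAF inhibition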
Active calls of the source: *; / = not tested or not shown; & = joins results of further samples. An excerpt, so the mix of outcomes need not match the whole.

SMILES	S100A4 inh HTS	RAD52 anneal inh	E-selectin induc	RAD54 inh	FN deposition inh	EWS-Fli inh	XiGFP reactiv	esBAF inh
COc1ccc(C(=O)c2nc3ccccc3n2C(C)C)cc1OC	-12	-11	/	-5	7	-11	0.1	1
Cc1ccc2[nH]c(C)c(CCNCc3ccco3)c2c1	3	-17	/	0	1	/	0.2	9
O=C(c1ccc(Cl)cc1)C1CCCN(C2CCSCC2)C1 (stereo not drawn)	-7	-56	0.0	/	4	5	0.0	/
CN(C)c1cccc2c(C#N)ccc(N(C)C)c12	0	11	10	/	2	3	0.1	/
CC(C)(O)C(=O)Nc1ccc([N+](=O)[O-])c(C(F)(F)F)c1	-3	1	/	9	/	-4	/	-2
CSc1ncc(/C=C2/C(=O)NC(=O)N(c3ccc(C)cc3)C2=O)cn1	-1	-251	/	/	12	2	0.2	/
CCN(CC)c1nc2c(C)cccn2c(=O)c1C=C1C(=O)NC(=O)NC1=O	-3	-32	/	/	-7	-4	0.0	/
COC(=O)[C@@H]1[C@@H](CO)[C@@H]2Cn3c(ccc(-c4ccccc4)c3=O)[C@H]1N2CC1CC1	13	8	0.0	-5	/	11	0.0	-1
CN(C)c1ccc([P+](=O)c2ccc(N(C)C)cc2)cc1	6	-12	/	/	6	1	0.1	/
CC(=O)c1ccc(OC(C)C)c(Cc2c(O)[nH]c(=S)[nH]c2=O)c1	0	-8	/	/	-5	-4	0.5	/
Oc1cc(Cl)c(Cl)c(Cl)c1Cl	1	7	0.4	5	3	1	0.1	-3
CCC1C2Cc3ccc(O)cc3C1(CC)CCN2C (stereo not drawn)	-1	-3	0.3	/	-4	-6	0.5	/
O=c1[nH]c2ccccc2n1C1CCN(C(c2cc3ccccc3o2)c2nnnn2Cc2ccccc2)CC1 (stereo not drawn)	-26	-47	3.5	0	9	16	-0.1	-4
COc1cc(C2c3cc4c(cc3CC3COC(=O)C32)OCO4)cc(OC)c1O (stereo not drawn)	-4	-15	5.5	/	-27	49	0.2	/
Cc1cc(C)c(S(=O)(=O)N2Cc3ccccc3-n3nncc3C2)c(C)c1	11	-15	/	-12	-1	7	0.1	-23
O=C(NC1CCCCC1)Oc1cc2oc(=O)sc2cc1Cl	15	-14	0.3	/	-8	33	-0.2	/
O=[N+]([O-])CCO	-3	5	/	4	/	-10	/	-2
COc1cc(/C=C2\C[C@H]3[C@@H]4CC=C5C[C@@H](N6CCCC6)CC[C@]5(C)[C@H]4CC[C@]3(C)[C@H]2O)cc(OC)c1OC	2	-164	-0.5	/	/	42	0.0	/
Cc1c2ccncc2c(C)c2c1[nH]c1ccccc12	19	/	/	51*	-4	/	/	-2
Cc1ccc(S(=O)(=O)N2Cc3ccccc3-n3nncc3C2)cc1	15	8	/	-3	/	12	0.1	1
CS(=O)(=O)N1Cc2ccccc2-n2nncc2C1	-2	-3	0.2	-12	1	0	0.0	2
O=Cc1cn(CCCOc2ccccc2)c2ccccc12	0	-11	-0.3	/	-2	-7	0.1	/
CC12CCC3C(CC=C4CC(O)CCC43C)C1C/C(=C\c1ccccc1F)C2=O (stereo not drawn)	-3	9	0.1	/	0	16	-0.1	/
COC(=O)C1=C(c2ccc(OC)c(OC)c2)C[C@@H]2CC[C@H]1N2C(=O)NC1CCCCC1	-3	-5	-0.1	3	-7	-3	0.9	11
C[C@]12CC[C@H](O)C[C@H]1CC[C@@H]1C2CC[C@]2(C)[C@@H](C3=CC(=O)OC3)[C@@H](O)C[C@]12O (stereo partly drawn)	2	-21	-0.3	-12	0	65*	0.0	0
COc1cccc([C@@]2(O)CCCC[C@@H]2CN(C)C)c1	-5	-2	0.1	/	4	2	0.0	/
COC(=O)C1=C(c2ccc(OC(F)(F)F)cc2)C[C@@H]2CC[C@H]1N2C(=O)NCCNC(C)=O	9	-4	0.9	3	0	3	-0.3	3
CN(C(=O)COC(=O)c1cn(C)c2ccccc12)C1CCCCC1	0	0	-0.3	-2	7	-27	0.0	21
O=c1[nH]c(=S)n(-c2ccccc2F)c(O)c1C=NCCN1CCNCC1	-9	-19	/	16	-3	8	0.2	4
CN1CCN(c2ccc(S(C)(=O)=O)cc2[N+](=O)[O-])CC1	-14	-7	-1.3	-2	-4	-1	-0.1	/
COc1ccccc1OCC#CCN1CCCC(C)C1 (stereo not drawn)	10	-10	4.8	-4	11	-6	0.3	8
COc1ccccc1C1CC2CCC(C1OC(C)=O)N2Cc1ccccc1 (stereo not drawn)	-14	-19	0.4	4	8	4	0.0	-1
O=C(Cc1cccnc1)N1CCCCN2[C@H](CO)[C@H](c3ccc(C#CC4(O)CCCC4)cc3)[C@@H]2C1	-2	-3	0.0	12	/	-13	-0.1	6
N#Cc1cccc(-c2ccc([C@@H]3[C@H]4CN(C(=O)Cc5cccnc5)CCCCN4[C@H]3CO)cc2)c1	-1	-39	-0.3	6	/	5	0.2	-5
O=C(c1ccccc1F)N1C[C@H]2C[C@@H](C1)c1cccc(=O)n1C2	1	-9	/	1	/	12	/	-10
COc1ccccc1CN1[C@H](CO)[C@@H](c2ccccc2)C12CN(C(=O)Cc1ccccc1)C2	4	-5	0.7	/	-9	0	0.1	/
CCC(=O)N1N=C2C3CCN(CC3)C2C1c1ccc(C)cc1 (stereo not drawn)	0	-3	/	9	1	-1	0.1	-7
O=C(CSC1c2ccccc2-c2ccccc21)N/N=C/c1ccccc1	-3	-1	/	/	/	-4	/	1
COc1cccc(N2C(=O)NC(=O)/C(=C\c3cn(C)c4ccccc34)C2=O)c1	-2	-86	0.8	-28	-3	3	0.1	4
CCC(C(=O)N1CCC2(CC1)OCCO2)c1ccccc1 (stereo not drawn)	1	-12	/	3	/	14	/	5
O=c1[nH]c2ccccc2n1C1CCN(Cc2ccc(-c3[nH]c4cc5ncnc5cc4nc3-c3ccccc3)cc2)CC1	-4	54*	0.1	/	-11	17	-0.2	/
COc1cccc(CNCCc2c[nH]c3ccccc23)c1OC	3	3	-0.1	/	-3	-11	0.0	/
CCC(C)C(=O)N[C@@H](c1ccccc1)[C@@H](O)C(=O)O[C@H]1C[C@@]2(O)[C@@H](OC(=O)c3ccccc3)C3[C@](C)(C(=O)[C@H](OC(C)=O)C(=C1C)C2(C)C)[C@@H](O)C[C@H]1OC[C@@]31OC(C)=O (stereo partly drawn)	4	3	/	-9	/	56*	/	-15
COC(=O)OCC12CCC(O1)C1(C)C(=O)OCC21 (stereo not drawn)	/	/	/	-1	5	/	0.4	-2
CC(=O)C1=C(C)OC(N)=C(C(=O)OC(C)C)C12C(=O)Nc1ccccc12 (stereo not drawn)	-1	-14	/	8	-1	32	/	-7
C=CCn1c(C)c(C=C2C(=O)NC(=O)NC2=O)c2ccccc21	15	-79	/	-8	2	17	0.0	-11
[N-]=[N+]=CC(=O)OC[C@H](N)C(=O)O	-12	-1	-0.1	-6	0	-2	0.0	-1
NCCc1nc2ccccc2s1	-5	-10	9.9	/	3	5	0.3	/
CCOC(=O)[C@]12Cc3cc(C)ccc3[C@H]1N(Cc1ccccc1)C(=O)c1ccccc12	-3	6	-0.1	1	2	3	-0.2	-3
CNC(=S)N(C)CCc1cc2c(c(OC)c1C=C1C(=O)NC(=O)NC1=O)OCO2	-2	-13	/	6	4	6	-0.1	/
C[N+]12CCC(CC1)C(C(O)(c1cccc(Cl)c1)c1cccc(Cl)c1)C2 (stereo not drawn)	1	8	/	2	8	1	0.0	/
CN1C[C@H](CNC(=O)OCc2ccccc2)C[C@@H]2c3cccc4c3c(cn4C)C[C@H]21	13&-3	-118	1.0	25	-7	6	0.0	-2
CCOP(=O)(Cc1cc(C(=O)CC)c(C)o1)OCC	2	-29	-0.3	-1	-11	15	0.0	/

In the list so far, these contain four or more nitrogen atoms:
SMILES	S100A4 inh HTS	RAD52 anneal inh	E-selectin induc	RAD54 inh	FN deposition inh	EWS-Fli inh	XiGFP reactiv	esBAF inh
CSc1ncc(/C=C2/C(=O)NC(=O)N(c3ccc(C)cc3)C2=O)cn1	-1	-251	/	/	12	2	0.2	/
CCN(CC)c1nc2c(C)cccn2c(=O)c1C=C1C(=O)NC(=O)NC1=O	-3	-32	/	/	-7	-4	0.0	/
O=c1[nH]c2ccccc2n1C1CCN(C(c2cc3ccccc3o2)c2nnnn2Cc2ccccc2)CC1 (stereo not drawn)	-26	-47	3.5	0	9	16	-0.1	-4
Cc1cc(C)c(S(=O)(=O)N2Cc3ccccc3-n3nncc3C2)c(C)c1	11	-15	/	-12	-1	7	0.1	-23
Cc1ccc(S(=O)(=O)N2Cc3ccccc3-n3nncc3C2)cc1	15	8	/	-3	/	12	0.1	1
CS(=O)(=O)N1Cc2ccccc2-n2nncc2C1	-2	-3	0.2	-12	1	0	0.0	2
O=c1[nH]c(=S)n(-c2ccccc2F)c(O)c1C=NCCN1CCNCC1	-9	-19	/	16	-3	8	0.2	4
N#Cc1cccc(-c2ccc([C@@H]3[C@H]4CN(C(=O)Cc5cccnc5)CCCCN4[C@H]3CO)cc2)c1	-1	-39	-0.3	6	/	5	0.2	-5
O=c1[nH]c2ccccc2n1C1CCN(Cc2ccc(-c3[nH]c4cc5ncnc5cc4nc3-c3ccccc3)cc2)CC1	-4	54*	0.1	/	-11	17	-0.2	/
CNC(=S)N(C)CCc1cc2c(c(OC)c1C=C1C(=O)NC(=O)NC1=O)OCO2	-2	-13	/	6	4	6	-0.1	/
